From PubChem BioAssay
APE1 inh: qHTS Assay for Inhibitors of the Human Apurinic/apyrimidinic Endonuclease 1 (APE1). recombinant APE1, TAMRA/BHQ-2 abasic DNA cleavage fluorescence. Potency, µM (top dose mostly 65.8 µM), for the others: at the top dose activity change, negative = inhibition, hits mostly inhibitors. 350,000 tested, 0.35% active;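 further: plate controls were vehicle for no effect and reference inhibitor for full effect; nearly all actives have a fitted effect of over 55% in size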
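Quantitative HTS: incision of a TAMRA/BHQ-2 double-stranded substrate bearing a tetrahydrofuran abasic site by 0.75 nM APE1 raises fluorescence. Substrate 50 nM final, added after 15 min compound preincubation at room temperature; progress as third-minus-first kinetic read difference.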
POLI inh: qHTS for Inhibitors of Polymerase Iota | DNA polymerase iota (Homo sapiens), Q9UNA4 | Pol iota fluorescent replication assay, 10 min | Potency, µM (series often up to 115 µM), inactives show at the highest dose activity, negative = inhibition, most hits filed as inhibitors | 390,000 tested, 1% active
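Pol iota at 10 nM preincubated 15 min with compounds at room temperature; reaction started with fluorescent substrate, 50 nM final. Fluorescence read kinetically at 0 and 10 min; buffer-only wells as negative control.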
POLK inh: qHTS for Inhibitors of Polymerase Kappa. purified Pol kappa, fluorescent DNA synthesis assay, 10 min. AID 588579, 2011. Potency, µM (top dose mostly 107 µM), inactives show at the top dose activity, negative = inhibition, actives largely listed as inhibitors. 400,000 tested, 0.53% active; further: on the % scale 0 is the no-effect control and ±100 the full control effect
Target sequence (Q9UBT6 whole entry, looked up): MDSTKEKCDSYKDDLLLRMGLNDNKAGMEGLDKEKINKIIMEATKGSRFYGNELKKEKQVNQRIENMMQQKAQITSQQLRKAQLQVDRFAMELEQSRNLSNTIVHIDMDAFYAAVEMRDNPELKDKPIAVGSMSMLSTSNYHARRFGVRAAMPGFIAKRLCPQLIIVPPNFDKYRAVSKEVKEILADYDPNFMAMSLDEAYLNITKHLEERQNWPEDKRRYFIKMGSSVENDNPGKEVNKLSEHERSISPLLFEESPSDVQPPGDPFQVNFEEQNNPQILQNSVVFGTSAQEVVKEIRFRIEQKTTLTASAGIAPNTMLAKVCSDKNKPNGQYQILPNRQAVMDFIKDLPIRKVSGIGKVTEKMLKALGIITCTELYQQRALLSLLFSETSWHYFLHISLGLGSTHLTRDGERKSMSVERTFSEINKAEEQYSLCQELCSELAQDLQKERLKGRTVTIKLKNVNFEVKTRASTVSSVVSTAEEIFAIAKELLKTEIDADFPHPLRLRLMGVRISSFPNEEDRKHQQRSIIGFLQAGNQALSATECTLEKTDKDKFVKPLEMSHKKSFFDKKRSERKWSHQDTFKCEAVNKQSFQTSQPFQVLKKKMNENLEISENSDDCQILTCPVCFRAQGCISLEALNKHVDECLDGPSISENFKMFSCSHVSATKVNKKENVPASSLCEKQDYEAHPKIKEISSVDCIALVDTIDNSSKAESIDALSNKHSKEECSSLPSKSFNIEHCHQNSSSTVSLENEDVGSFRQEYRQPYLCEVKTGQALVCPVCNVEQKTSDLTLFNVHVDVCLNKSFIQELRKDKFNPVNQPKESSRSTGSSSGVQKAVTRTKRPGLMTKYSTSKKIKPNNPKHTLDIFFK
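Fluorescent qHTS in 1536-well format: enzyme (10 nM) and compound sat 15 min at room temperature before 50 nM substrate (final) was added. Signal taken at 0 and 10 min; no-enzyme buffer wells were negative controls.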
Apoferritin bind: qHTS Assay for Identification of Novel General Anesthetics; apoferritin/1-aminoanthracene competitive binding, fluorescence; 350,000 tested, 0.074% active; AID 485281, 2010; Potency, µM (top dose mostly 77.5 µM), without a hit: at the highest dose activity change, negative = displacement, usual class: inhibitors; further: on the % scale 0 is the no-effect control and ±100 the full control effect; nearly all actives have a fitted effect of over 20% in size
Target sequence (P02791 2-175 limits assumed): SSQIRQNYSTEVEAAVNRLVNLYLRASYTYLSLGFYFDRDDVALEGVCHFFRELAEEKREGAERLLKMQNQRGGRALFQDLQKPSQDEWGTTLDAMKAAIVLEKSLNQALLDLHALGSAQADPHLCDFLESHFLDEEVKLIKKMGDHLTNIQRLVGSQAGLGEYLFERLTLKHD
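Horse-spleen apoferritin (10 uM) was mixed with 50% saturated 1-aminoanthracene in PBS, exposed to compounds for 10 min at room temperature, and read for fluorescence (ex 380 nm, em 535 nm). Competitive displacement was fitted with a four-parameter Hill equation.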
Pol eta inh: qHTS for Inhibitors of Polymerase Eta | DNA polymerase eta (Homo sapiens), Q9Y253 | recombinant Pol eta, fluorescent DNA replication assay | Potency, µM (series often up to 114 µM), for the others: at the highest dose activity change, negative = inhibition, hits mostly inhibitors | 390,000 tested, 1.2% active; further: on the % scale 0 is the no-effect control and ±100 the full control effect
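Pol eta at 10 nM preincubated with compounds 15 min at room temperature; reaction started with fluorescent substrate (50 nM final) and read kinetically at 0 and 10 min.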
BLM helicase inh: qHTS Assay for Inhibitors of Bloom's syndrome helicase (BLM); recombinant BLM DNA unwinding, fluorescence dequenching; Potency, µM (top dose mostly 56.1 µM), for the others: at the top dose activity change, negative = inhibition, usual class: inhibitors; 350,000 tested, 0.2% active; AID 2528, 2010;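 further: plate controls were vehicle for no effect and no enzyme for full effect; nearly all actives have a fitted effect of over 35% in size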
Pol beta inh: qHTS Assay for Inhibitors of DNA Polymerase Beta | P06746 | Pol beta primer extension/strand displacement, fluorescence kinetic | Potency, µM (doses to about 114 µM), for inactives: top-dose activity change, negative = inhibition, usual class: inhibitors | 340,000 tested, 1.3% active | AID 485314, 2010; further: on the % scale 0 is the no-effect control and ±100 the full control effect
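Pol beta (10 nM) and compounds were preincubated 15 min at room temperature, then 50 nM substrate (final) started primer extension/strand displacement. Reads were taken at 0 and 10 min; concentration-response data were fitted to a four-parameter Hill equation.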
G9a inh: qHTS Assay for Inhibitors of Histone Lysine Methyltransferase G9a. Histone-lysine N-methyltransferase EHMT2 (Homo sapiens), Q96KQ7. G9a H3K9 monomethylation, AlphaScreen, 2 h. 350,000 tested, 8.8% active. Potency, µM (titrated, usually from 102 µM), for the others: top-dose activity, negative = inhibition, most hits filed as inhibitors. AID 504332, 2011; further: on the % scale 0 is the no-effect control and ±100 the full control effect; nearly all actives have a fitted effect of over 75% in size
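AlphaScreen detection with an anti-monomethyl H3K9 antibody quantified product after a 2 h room-temperature reaction containing 500 nM biotinylated H3K9 peptide, 20 µM SAM and 20 nM enzyme, which had been preincubated 15 min with compound.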
BAZ2B inh: qHTS Assay for Inhibitors of BAZ2B; Potency, µM (top dose mostly 114 µM), for the others: at the highest dose activity change, negative = inhibition, hits mostly inhibitors; Bromodomain adjacent to zinc finger domain protein 2B (Homo sapiens), Q9UIF8; 360,000 tested, 4.4% active; AlphaScreen BAZ2B-H3K14Ac peptide displacement; AID 504333, 2011; further: on the % scale 0 is the no-effect control and ±100 the full control effect; nearly all actives have a fitted effect of over 60% in size
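AlphaScreen displacement of biotin-H3(5-23)K14Ac peptide (50 nM final) from BAZ2B (50 nM final) in PBS pH 7.4, 0.01% Tween-20; complex preformed 30 min RT, then compounds (top 110 uM) 30 min RT, beads 20 min dark.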
Starred values were filed as active, the others as inactive; ? = inconclusive; . = no result given; [ ] = another dose, or the depositor's remark. The call rests on the fitted dose curve; in most records, active means well fitted curve in the direction sought with a large enough effect; inconclusive means small, poorly fitted or top-dose-only effect, or another doubt; inactive means no such curve, though single readings can be large; an effect the other way counts as inactive or inconclusive. Potency means the concentration at half of the fitted maximal effect.

SMILES	APE1 inh	POLI inh	POLK inh	Apoferritin bind	Pol eta inh	BLM helicase inh	Pol beta inh	G9a inh	BAZ2B inh
COC(=O)c1ccc(C2C(C#N)=C(C)NC3=C2C(=O)CC(C)(C)C3)cc1 (centres undefined)	-3%	-8%	-4%	364%[activator]	-13%	0%	5%	10%	10%
NC[C@@H]1O[C@H](O[C@@H]2[C@H](O[C@@H]3O[C@H](CO)[C@@H](COC[C@H]4O[C@@H](CN)[C@@H](O)[C@@H](O)[C@@H]4N)[C@@H]3O)[C@@H](O)[C@@H](N)C[C@H]2N)[C@@H](N)[C@H](O)[C@@H]1O	6%[21 µM]	.	0%[12 µM]	9%[29.3 µM]	.	3%[21.4 µM]	.	27%[21.5 µM]	.
COc1ccc(C2C(C(=O)O)CCC(=O)N2c2ccc(OC)cc2)cc1 (centres undefined)	2%	19%	2%[60.1 µM]	-9%	-5%	1%	1%	-5%[12.7 µM]	9%
COc1ccc2oc(=O)c(NC(=O)C3CCCCC3)cc2c1	-3%	-4%	-4%	-12%	-7%	1%	87%	2%[12.7 µM]	6%
COC(=O)c1nn(-c2ccccc2)c(Cl)c1/C=N/OCc1ccc(Cl)cc1Cl	-4%	-8%	7%	-3%	-14%	3%	-10%	26%	-9%
Cc1ccc(S(=O)(=O)N2CCOC2CNC(=O)C(=O)NCc2ccncc2)cc1 (centres undefined)	2%	10%	-3%	2%	-19%	0%	1%	10%	5%
Cc1ccc2c(c1)c(N=O)c(O)n2Cc1ccc(Cl)cc1	-1%	8%	-7%	?	-21%	-11%	-2%	?	-34%
CC1Cc2ccccc2N1C(=O)Cn1c(=O)cc(O)c2ccccc21 (centres undefined)	-2%	9%	-4%	?	-11%	0%	3%	91%[activator][59 µM]	-27%
COc1ccccc1OCCOCCn1cnc2ccccc2c1=O	-18%	-1%[58.9 µM]	-9%	4%	0%	-3%	5%	-27%[2.33 µM]	2%
C=CCNC(=O)CSc1nc2sc(C)c(C)c2c(=O)[nH]1	-12%	-21%	-14%	-2%	-9%	1%	15%	-16%	11%
CCCOc1c(OC)cc(Cl)cc1C1NC(=O)NC(C)=C1C(=O)NCc1ccccc1 (centres undefined)	1%	4%[58.9 µM]	-8%	-11%	-19%	0%	-3%	-5%[12.7 µM]	-1%
CCc1ccccc1NC(=O)Nn1cnnc1	24%	49%[activator]	-9%	0%	-23%	-2%	12%	33%	-15%
Nc1ccc(NC(=S)Nc2ccccc2)cc1	1%	-14%	-15%	-4%	0%	-3%	6%	-3%[12.7 µM]	-9%
Cc1ccc(C)c(-n2c3nc(=O)n(C)c(=O)c-3cc3ccccc32)c1	7%	10%	9%	228%[activator]	-8%	0%	13%	79µM*	-35%
Cc1ccc(Cl)cc1NC(=O)C1CCCN(S(=O)(=O)c2c(C)noc2C)C1 (centres undefined)	18%	15%	6%	-3%	-7%	2%	11%	22%[59 µM]	12%
Cc1ccc(-c2csc(=Nc3ccccc3)n2Cc2ccc3c(c2)OCO3)cc1	.	-30%	-2%	-4%	-3%	-1%	9%	11µM*	8.9µM*
Cc1cccc(NC(=O)CSc2cn(CC(=O)N3CCCCCC3)c3ccccc23)c1	.	18%	-14%	-12%	-18%	-4%	-15%	-30%[59 µM]	-28%
COc1ccc2c(=O)c(C(=O)NCCc3ccc(OC)c(OC)c3)c[nH]c2c1	-2%	28%	-9%	-20%	1%	-4%	2%	20%[59 µM]	-2%
CSc1ccccc1C(=O)C1CCCN(C(=O)CCN2CCCO2)C1 (centres undefined)	5%	-14%	-6%	-12%	-7%	-4%	11%	17%[59 µM]	-1%
COc1ccc2[nH]cc(/C=C(/C#N)S(=O)(=O)c3ccccc3)c2c1	-7%	-2%	-11%	133%[activator]	-17%	-12%	?	-6%	1%
N#Cc1ccc(CN2CC[C@@]3(CCCN(C(=O)c4cc(C(F)(F)F)cc(C(F)(F)F)c4)C3)C2)cc1	-2%	.	-4%[60.1 µM]	.	.	-8%	.	-3%[12.7 µM]	.
CC(=O)Nc1ccc(S(=O)(=O)Nc2c(C)nn(-c3ccccc3)c2C)cc1	-2%	41%[activator]	-4%	-7%	-16%	0%	?	1%[12.7 µM]	-1%
Cc1c(C(=O)Nn2cnnc2)oc2ccccc12	6%	15%	-2%	2%	-11%	0%	-7%	11%[59 µM]	0%
O=[N+]([O-])c1ccc(S(=O)(=O)NCCc2ccncc2)cc1	9%	-12%	-8%	-12%	5%	-1%	25%	?	-18%
Cc1ccc(-c2nn(CC(=O)NN3CCOCC3)c(=O)c3ccccc23)cc1	0%	28%	11%	-9%	-14%	-9%	-2%	10%	0%
CCN(C[C@H]1N[C@@](C)(C(=O)OC)[C@H]2C(=O)N(C)C(=O)[C@@H]12)C(=O)c1ccccc1	5%	?	-3%	.	-8%	.	.	.	.
COc1ccc(C(=O)NCCOc2ccccc2)cc1S(=O)(=O)N1CCOCC1	2%	-1%	-15%	.	-8%	.	.	17%[12.7 µM]	-3%
Cc1ccc2c(c1)cc1c(=O)n(CC(=O)NCCCc3ccccc3)nc(C)n12	-11%	-4%	4%	-2%	-13%	-8%	-26%	.	-1%
NC(=O)C1CCCN(CC(=O)N2CCN(c3ccccc3)CC2)C1 (centres undefined)	-7%	-14%	8%	5%	-3%	-1%	21%	20%	0%
COc1ccc(OCC(O)CNC2CCCC2)cc1 (centres undefined)	-3%	?	-11%	-7%	-6%	-1%	42%	4%	2%
CC1CCC(N(C(=O)c2csnn2)C(C(=O)NC(C)(C)C)c2cccnc2)CC1 (centres undefined)	-1%	24%	-3%	-2%	-14%	-6%	1%	8%[59 µM]	-15%
Cc1cc(C(=O)NCc2ccc(F)cc2)n(-c2ccccc2)n1	0%	22%	6%	-6%	-26%	-1%	6%	0%	-8%
Cc1cc(C(=O)N/N=C/c2ccc(N(C)C)cc2)c2ccccc2n1	2%	88%[activator]	9%	-23%	-17%	-3%	22%	13%[59 µM]	?
COc1ccccc1NC(=O)CSC1=Nc2ccccc2C2=NC(CC(=O)NCc3ccco3)C(=O)N12 (centres undefined)	.	27%	-1%[60.1 µM]	?	-19%	-5%	9%	-4%[59 µM]	0%
CCOc1ccccc1-c1nc(C(N)=O)c2[nH]c(=O)n(-c3ccccc3)c2n1	-1%	0%	-9%	-12%	2%	0%	14%	-9%[59 µM]	-36%
CC(=O)Cc1nsc(Nc2ccccc2)n1	0%	11%	-18%	-11%	10%	2%	4%	79µM*	8%
COc1ccc(CCNC(=O)COc2ccc(N(C)S(=O)(=O)c3ccc(C)cc3)cc2)cc1	17%	11%	-16%	10%	-5%	-1%	-20%	8%	5%
COc1ccc(NC(=O)CNC(=O)c2ccc([N+](=O)[O-])cc2)cc1	2%	16%	3%	-5%	-12%	-8%	20%	1%	-10%
O=C(NCCNS(=O)(=O)c1ccccc1)c1cc(OCC(F)(F)F)ccc1OCC(F)(F)F	-2%	?	-30%	-15%	1%	-2%	-1%	9%[59 µM]	-5%
O=C1CSC(c2cccc(O)c2)N1Cc1ccccc1 (centres undefined)	30%	-3%	-4%	-14%	-2%	-5%	3%	-4%	-3%
COc1ccc(/C=C2\SC(=S)N(CCC(=O)NCCc3ccc(O)cc3)C2=O)cc1	42%	-27%	-1%	2%	-12%	-2%	-12%	-5%	-19%[57.1 µM]
CCS(=O)(=O)N1CCN(c2ccnc3cc(Cl)ccc23)CC1	12%	-16%[58.9 µM]	-2%	-7%	-3%	1%	20%	.	-4%
CCOc1ccc(CN(C)C(=O)CCl)cc1	-3%	40%[activator]	1%	-3%	-19%	-2%	17%	-30%	-10%
CCC(C(=O)NCC1CCCO1)n1nc(C)c2sc3ccccc3c2c1=O (centres undefined)	78%[activator]	5%	6%	-18%	-18%	0%	6%	48%[activator]	-23%
Cc1cnc(C(=O)N2CCc3c([nH]c4ccccc34)C2c2ccc(F)cc2)cn1 (centres undefined)	-7%	7%	-4%	-14%	-20%	3%	-1%	.	28µM*

A draw from above in order of number of heavy atoms, ascending:
SMILES	APE1 inh	POLI inh	POLK inh	Apoferritin bind	Pol eta inh	BLM helicase inh	Pol beta inh	G9a inh	BAZ2B inh
CC(=O)Cc1nsc(Nc2ccccc2)n1	0%	11%	-18%	-11%	10%	2%	4%	79µM*	8%
O=C1CSC(c2cccc(O)c2)N1Cc1ccccc1 (centres undefined)	30%	-3%	-4%	-14%	-2%	-5%	3%	-4%	-3%
CCS(=O)(=O)N1CCN(c2ccnc3cc(Cl)ccc23)CC1	12%	-16%[58.9 µM]	-2%	-7%	-3%	1%	20%	.	-4%
Cc1cc(C(=O)N/N=C/c2ccc(N(C)C)cc2)c2ccccc2n1	2%	88%[activator]	9%	-23%	-17%	-3%	22%	13%[59 µM]	?
CCC(C(=O)NCC1CCCO1)n1nc(C)c2sc3ccccc3c2c1=O (centres undefined)	78%[activator]	5%	6%	-18%	-18%	0%	6%	48%[activator]	-23%

This is a subset; rates above refer to the full screens.
